# VHR inh abs – inhibitors of human VHR1 phosphatase (DUSP3); recombinant VHR phosphatase, pNPP absorbance; P51452; 290,000 tested, 0.52% active; inhibition, % at 13.3 µM; in the data active = inhibition above about 50%; note: some compounds called inactive have numbers as strong as hits
# Target sequence (P51452 whole entry, looked up): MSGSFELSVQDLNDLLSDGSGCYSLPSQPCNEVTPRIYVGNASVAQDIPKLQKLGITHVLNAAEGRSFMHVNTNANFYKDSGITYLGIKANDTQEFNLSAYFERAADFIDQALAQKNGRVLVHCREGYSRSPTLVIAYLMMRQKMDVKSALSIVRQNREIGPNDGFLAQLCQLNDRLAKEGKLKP
# Vc quorum ag – quorum light induction in luxS cqsA deficient V. cholerae | V. cholerae BH1578 lux reporter, luminescence, 6 h | activation, % at 18.7 µM | 350,000 tested, 0.16% active | AID 588436; in the data active = activation mostly above about 9.7%, no sharp cut-off; note: not every result past the cut was called active; inactives centre near 0; reference of the scale not given here
# PrPC TRFRET – reduces human prion protein on the cell surface. cell surface PrPC, TR-FRET read-out. inhibition, % at 13.8 µM. 370,000 tested, 0.43% active; in the data active = inhibition above about 24%; note: 0% = median of the test wells and 100% = reference compound wells
# Y pestis TopoI – Y. pestis Topo-I inhibition via cleavage products; Y. pestis Topo-I cleavage product accumulation, plate reader; activity, % at 10 µM; 360,000 tested, 0.064% active; AID 504884; in the data active = activity above about 50%, passing the limit was not always enough; note: inactives centre near 2
# PriA SSB inh – K. pneumoniae PriA-SSBct interaction inhibition. AlphaScreen SSBct-PriA binding, biotinylated peptide. inhibition, % at 33 µM. 430,000 tested, 0.6% active. AID 1272365; in the data active = inhibition mostly above about 37%, no sharp cut-off; inactive = mostly below about 20%;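 note: plate controls were negative control peptide for no effect and reference peptide for full effect; strong numbers were not always called active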
# CCHF vOTU inh – CCHFV vOTU protease inhibition. Pep-AMC fluorescence. inhibition, % at 11.5 µM. 370,000 tested, 0.55% active; in the data active = inhibition above about 30%; note: 0% = vehicle wells with enzyme and 100% = no enzyme wells
# Rv3671c protease – inhibits the M. tuberculosis serine protease Rv3671c; inhibition, % at 5.96 µM; 320,000 tested, 0.048% active; in the data active = inhibition above about 38%;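 note: extracellular domain of Rv3671c used as enzyme; 0% = enzyme with DMSO and 100% = no enzyme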
# Target sequence (P9WHR9 whole entry, looked up, the tested form may be a part): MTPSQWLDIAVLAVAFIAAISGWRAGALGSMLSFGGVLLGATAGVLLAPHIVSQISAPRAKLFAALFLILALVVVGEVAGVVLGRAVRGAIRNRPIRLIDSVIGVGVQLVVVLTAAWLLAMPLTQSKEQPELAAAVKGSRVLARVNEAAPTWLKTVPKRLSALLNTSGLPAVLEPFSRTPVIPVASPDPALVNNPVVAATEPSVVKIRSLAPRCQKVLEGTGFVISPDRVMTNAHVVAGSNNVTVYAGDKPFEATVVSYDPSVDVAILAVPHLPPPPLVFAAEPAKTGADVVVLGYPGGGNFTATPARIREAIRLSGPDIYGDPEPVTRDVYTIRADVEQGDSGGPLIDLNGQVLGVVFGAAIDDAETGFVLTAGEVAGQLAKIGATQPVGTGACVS
# TcdB inh – blocks C. difficile toxin B glycohydrolase activity. P18177. inhibition, % at 9.99 µM. TcdB glycohydrolase enzymatic assay, plate reader. 350,000 tested, 0.24% active; in the data active = inhibition above about 10%
# MazF activator – increases E. coli MazEF RNase cleavage of RNA | FAM/BHQ RNA-DNA oligo cleavage fluorescence, 5 h | P0AE70 | 350,000 tested, 0.32% active | activation, % at 20 µM | AID 504720; in the data active = activation above about 50%
# Target sequence (P0AE70 whole entry, looked up): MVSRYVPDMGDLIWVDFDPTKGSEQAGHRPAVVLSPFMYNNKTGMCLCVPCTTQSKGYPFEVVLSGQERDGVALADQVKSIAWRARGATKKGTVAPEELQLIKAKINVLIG
# SARS 3CLpro inh – SARS-CoV 3CLpro protease inhibition; P0C6X7; recombinant SARS-CoV 3CLpro, quenched FRET peptide cleavage; inhibition, % at 6 µM; 290,000 tested, 0.14% active; AID 1706; in the data active = inhibition above about 12%
# Active calls of the source: *; i = inactive; nt = no result given; & = joins results of further samples.
SMILES,VHR inh abs,Vc quorum ag,PrPC TRFRET,Y pestis TopoI,PriA SSB inh,CCHF vOTU inh,Rv3671c protease,TcdB inh,MazF activator,SARS 3CLpro inh
CC(=O)NS(=O)(=O)c1ccc(N=NN2CCOCC2)cc1,2,-0.8,5,2,8,1,-6,-9.9,2,6
CCC(C)c1ccccc1NC(=O)COC(=O)c1ccc2[nH]c3c(c2c1)CCCC3 (configuration not stated),-4,i,4,27,0,18,-3,nt,6,4
CC(=O)c1c(C(C)=O)c(C)n(NC(=O)c2ccc(Cl)cc2)c1C,-18,i,-2,-8,-4,7,0,nt,5,-6
CC1CCCC(=C\c2ccccc2)/C1=N/O (configuration not stated),-11,-0.4,0,3,nt,-10,7,nt,8,0
Nc1ccc2ccccc2c1C(=O)c1ccccc1,nt,3.2,-6,3,-9,10,nt,0.4,-1,nt
S=C(Nc1ccc2c(c1)OCO2)NC1CCN(Cc2ccccc2)CC1,27,-1.0,-7,4,-5,-1,4,nt,0,4
Cc1cc(OC(C)C(=O)NCC(O)c2ccccc2)c2c3c(c(=O)oc2c1)CCCC3 (configuration not stated),-8,-7.1,-7,16,-7,7,0,0.7,11,3
CCOC(=O)CCCn1c(C)nc(=O)c(-c2ccccc2)c1C,-18,-2.2,-1,-4,-6,3,-4,nt,-1,5
Cc1n[nH]c(C)c1CCOc1ccc(C(C)C)cc1,0,-0.3,8,25,5,3,-3,nt,2,-3
CCCCSc1nsc(NC(C)=O)n1,8,1.8,14,-6,-11,-5,-3,nt,5,-6
CC1CN(C(=O)c2ccccc2Oc2ccccc2)CC(C)O1 (configuration not stated),17,i,3,-2,-7,-15,-8,0.3,-6,4
COc1cc(OC)cc(C(=O)NNC(=O)CCCOc2ccccc2)c1,nt,i,0,2,-13,6,-3,1.4,-4,nt
Cc1cc(=O)oc2cc(OCCc3ccccc3)ccc12,16,4.8,7,17,1,-33,-8,0.0,10,-3
CCOC(=O)c1c(C)[nH]c(C)c1C(=O)CSc1nc2ccccc2c(=O)n1-c1ccc(CC)cc1,-3,i,0,3,-2,-10,-5,nt,-4,-5
CC(=O)Nc1ccc(NC(=O)C(C)OC(=O)C2CC3C=CC2C3)cc1 (configuration not stated),13,-0.5,-3,4,0,-4,3,nt,5,5
CSc1cccc(NC(=O)c2ccc(CN3CCc4ccccc4C3)cc2)c1,-9,-1.6,18,3,-3,13,-9,-1.0,-11,-2
c1ccc(COc2cccc(-c3cc4nc(NCCc5ccncc5)ccn4n3)c2)cc1,nt,i,2,0,nt,1,nt,0.7,nt,nt
C[C@@H]1CN([C@@H](C)CO)C(=O)CCCn2nncc2CO[C@@H]1CN(C)S(=O)(=O)c1ccc(Oc2ccccc2)nc1,nt,i,-4,4,nt,11,nt,3.5&-2.2,3,nt
C/C(=N\NC(=O)c1c[nH]c2ccccc12)c1ccco1,-11,1.5,1,3,nt,-10,4,-0.2,14,-1
COc1ccc(CCNC(=O)C/C(C)=N/NC(=O)c2ccc(Cl)cc2Cl)cc1OC,24,-0.7,8,-7,nt,12,3,2.1,0,-4
COc1ccccc1/C=C1\SC(=S)N(CCC(=O)Nc2nnc(C)s2)C1=O,21,-0.2,1,13,-6,10,-4,0.7,-22,8
COc1ccc(-c2cc3nc(NCc4ccc(N(C)C)cc4)n(C)c(=O)c3s2)cc1OC,nt,-0.1,0,7,nt,0,nt,0.5,nt,nt
N#Cc1c(NC(=O)CSc2nc(N)cc(=O)[nH]2)sc2c1CCCC2,-15,-0.3,8,-3,-4,7,1,-0.3,-34,4
O=C(c1ccco1)n1nc(-c2cccnc2)nc1NCc1ccco1,16,i,-1,4,7,5,3,1.0,11,1
COc1cccc(/C=N/n2c(COc3ccccc3)n[nH]c2=S)c1O,6,i,-1,5,nt,-5,10,-1.2,0,6
NC(=O)CSc1nnc(-c2cccs2)n1-c1ccccc1,27,i,1,-1,-6,3,7,nt,-3,-4
COc1ccc(-c2csc3ncnc(N4CCN(C(=O)c5ccco5)CC4)c23)cc1,nt,-5.9,7,28,1,5,0,0.5,2,nt
C=CCN(CC=C)S(=O)(=O)c1ncn[nH]1,25,-0.6,2,2,-13,3,2,nt,5,-4
COc1cccc(/C=N/NC(=O)c2c(C)nc3ccc(Cl)cn23)c1OC,38,i,6,1,nt,-4,-10,0.5,4,0
CC1=NN(C(=O)c2ccc(C)cc2)C(O)(C(F)(F)OC(F)(F)F)C1 (configuration not stated),6,i,1,-2,-2,-33,-11,nt,7,4
COC(=O)[C@@H](NCc1ccc(B(O)O)cc1)C(C)C,nt,0.7,5,-2,-7,-6,nt,0.9,9,nt
CC(=O)Nc1cccc(-c2ccnc3c2CC(C)(C(=O)Nc2cccc(NS(C)(=O)=O)c2)O3)c1 (configuration not stated),nt,i,1,14,nt,0,nt,1.0,nt,nt
Nc1nc(Cl)cc(Oc2ccccc2F)n1,10,i,-8,9,-3,0,-10,1.2,13,1
COc1ccc(NC(=O)C2C3C=CC4(O3)C2C(=O)N(CCCN2CCCCC2)C4C(=O)NC2CCCC(C)C2C)cc1 (configuration not stated),10,i,-1,-8,3,-7,-7,1.8,0,2
NC(=O)C1(N2CCCCC2)CCN(C(=S)Nc2ccc(F)c(Cl)c2)CC1,8,1.9,12,-9,-10,3,-6,2.1,10,2
Cc1cc(NC(=O)COC(=O)C2CCN(S(=O)(=O)c3ccc(Cl)cc3)CC2)no1,7,0.7,4,-12,-3,10,-3,nt,-21,4
CC(=C/c1ccccc1)/C=N/n1c(-c2ccco2)n[nH]c1=S,12,i,-14,-3,nt,8,3,2.2,2,7
Cc1cc(C)cc(NC(=O)C(NCC2CCCO2)c2ccccc2)c1 (configuration not stated),0,i,3,2,-12,1,5,2.1,0,-2
FC(F)(F)c1cccc(Cc2noc(CN3C[C@@H]4CCC[C@H]3C4)n2)c1,26,1.6,-1,18,-7,16,-1,0.0,-3,-4
CC(C)(C)OC(=O)CN1C(=O)NC(Cc2c[nH]c3ccccc23)C1=O (configuration not stated),14,0.6,1,-4,-8,-3,-1,-0.4,-3,-3

# Looked up one by one from the list above:
SMILES,VHR inh abs,Vc quorum ag,PrPC TRFRET,Y pestis TopoI,PriA SSB inh,CCHF vOTU inh,Rv3671c protease,TcdB inh,MazF activator,SARS 3CLpro inh
COc1cccc(/C=N/NC(=O)c2c(C)nc3ccc(Cl)cn23)c1OC,38,i,6,1,nt,-4,-10,0.5,4,0
COc1cccc(/C=N/n2c(COc3ccccc3)n[nH]c2=S)c1O,6,i,-1,5,nt,-5,10,-1.2,0,6

# Among those listed so far, these contain fluorine:
SMILES,VHR inh abs,Vc quorum ag,PrPC TRFRET,Y pestis TopoI,PriA SSB inh,CCHF vOTU inh,Rv3671c protease,TcdB inh,MazF activator,SARS 3CLpro inh
CC1=NN(C(=O)c2ccc(C)cc2)C(O)(C(F)(F)OC(F)(F)F)C1 (configuration not stated),6,i,1,-2,-2,-33,-11,nt,7,4
Nc1nc(Cl)cc(Oc2ccccc2F)n1,10,i,-8,9,-3,0,-10,1.2,13,1
NC(=O)C1(N2CCCCC2)CCN(C(=S)Nc2ccc(F)c(Cl)c2)CC1,8,1.9,12,-9,-10,3,-6,2.1,10,2
FC(F)(F)c1cccc(Cc2noc(CN3C[C@@H]4CCC[C@H]3C4)n2)c1,26,1.6,-1,18,-7,16,-1,0.0,-3,-4

# Additional entries
SMILES,VHR inh abs,Vc quorum ag,PrPC TRFRET,Y pestis TopoI,PriA SSB inh,CCHF vOTU inh,Rv3671c protease,TcdB inh,MazF activator,SARS 3CLpro inh
c1ccc(CN(CCN2CCOCC2)Cc2ccccc2)cc1,nt,i,6,15,-4,-9,nt,-9.9,7,nt
O=C(c1ccco1)N1CCN(Cc2cccc([N+](=O)[O-])c2)CC1,4,0.7,-7,5,-7,-2,2,1.5,6,2
CC(C)(C)c1ccc(C(=O)Nc2ccccc2C(=O)NCCN2CCOCC2)cc1,-2,i,-11,13,2,5,-13,0.8,3,0
CN(CC(=O)NCc1ccncc1)S(=O)(=O)c1ccc2ccccc2c1,14,-0.2,1,8,0,-17,3,-0.5,10,2
Nc1ccc2c(C(F)(F)F)cc(=O)oc2c1,29,-2.3,-7,-6,-5,-186,2,nt,0,-7
COc1ccc(CCNC(=O)C2CCC(=O)N(CCc3ccc(OC)cc3)C2)cc1 (configuration not stated),3,i,-2,10,-2,-9,1,1.1,6,1
O=C(COC(=O)C1CCN(c2ccc(C(F)(F)F)cn2)CC1)c1ccc(F)cc1,nt,-1.1,-4,-9,-11,8,-8,0.8,-10,nt
CC1CCCCC1NC(=O)C1CCN(S(=O)(=O)N2CCOCC2)CC1 (configuration not stated),-11,0.4,-2,-7,-1,13,-5,nt,6,1
Cc1nn(-c2ccccc2)c(C)c1/C=N/n1c(-c2ccccc2Br)n[nH]c1=S,1,0.0,-7,-10,nt,2,-3,1.0,-9,6
C=CCNC(=O)C1CCN(S(=O)(=O)c2ccccc2)CC1,6,-0.3,-3,2,-15,-4,5,nt,-4,-5
CC(C[N+](C)(C)C)OC(=O)C1(c2ccccc2)CCCC1 (configuration not stated),-15,0.6,3,3,-5,-2,11,0.9,-6,2
O=C(COC(=O)COc1ccc(Nc2ccccc2)cc1)NCc1ccco1,12,nt,8,1,13,4,4,0.5,-3,6
CCOc1ccc(C2Oc3nc(SC)nnc3-c3ccccc3N2C(C)=O)cc1OC (configuration not stated),-2,-0.4,-5,-1,0,6,6,-0.6,2,-1
COc1ccc(C(O)c2ncc(-c3cccc(C(F)(F)F)c3)[nH]2)cc1 (configuration not stated),nt,-0.5,5,1,nt,-3,nt,0.8,nt,nt
Cc1ccc(N2C(=O)CC2(C#N)c2ccc(OCc3ccccc3)cc2)cc1 (configuration not stated),-10,nt,2,2,-26,6,-8,nt,-5,1
Nc1nc(Cl)cc(=O)n1Cc1ccc(Cl)cc1,nt,-0.6,-4,2,1,-7,6,0.5,5,nt
CCOC(=O)c1cnc2ccc(C)cc2c1OCc1cc(F)cc(F)c1,11,i,1,7,-20,11,-2,nt,-2,-1
CCOC(=O)c1cn(-c2ccccc2CO)c2c(F)c(F)c(F)cc2c1=O,21,-9.1,-3,1,-15,-2,2,nt,0,1
COc1ccc(Br)cc1S(=O)(=O)Nc1ccc(Cl)cn1,16,-0.3,8,0,-10,-16,-5,-0.2,5,-2
COc1ccccc1-c1cn(-c2ccccc2)c(=S)[nH]1,14,i,-4,-1,10,8,-3,-1.3,-7,6
COc1cc2c(cc1OC)CN(C(=O)c1cccc([N+](=O)[O-])c1)CC2,21,-0.3,-12,-3,5,9,12,1.2,0,1
Cc1cc(C)c(NC(=O)CN2CCCCCC2)c(C)c1,11,i,-6,7,5,-22,-8,-2.4,4,5
Cn1c(N)c(C(=O)COC(=O)CNC(=O)c2ccccc2F)c(=O)n(C)c1=O,nt,i,-3,1,-11,-6,-1,-1.1,6,nt
O=C(c1ccccc1)c1ccc(N=Nc2c(O)[nH]c(=O)[nH]c2=O)cc1,11,-0.5,6,-1,-2,-16,-2,-0.8,4,2
Cc1ccnc(NS(=O)(=O)c2ccc(NS(=O)(=O)c3ccccc3)cc2)n1,0,-5.9,5,10,-2,0,-4,0.4,-7,-2
O=S(=O)(c1cccc2nsnc12)N1CCCC1,12,0.1,-26,-2,-10,2,-7,nt,1,-3
CCOc1ccc(N(CC(=O)N2CCOCC2)S(=O)(=O)c2ccc(F)cc2)cc1,19,0.1,-3,6,-17,2,5,1.5,-1,-2
CC(C)Cc1nnc(NC(=O)CCNC(=O)c2ccco2)s1,0,-0.5,-2,9,0,2,1,1.9,2,-1
COc1ccc2c(=O)c3c(=O)n(Cc4ccco4)c(-c4ccco4)nc3oc2c1,15,i,-6,11,-8,-5,-2,nt,-53,4
CN1CCN(C(=O)/C(=C\c2cccs2)NC(=O)c2ccco2)CC1,-10,-0.3,2,5,-7,-3,-9,1.1,3,-1
CCCCC(CCCC)=N/N=C/c1c(O)n(CC)c2cc(C3=NNC(=O)CC3)ccc12,27,3.4,-25,3,nt,21,1,nt,18,1
CN(C)S(=O)(=O)n1cc(/C=C(\NC(=O)c2ccccc2F)C(=O)NCCCN2CCOCC2)c2ccccc21,7,-0.5,-7,-1,5,14,1,2.0,-3,4
CC(=O)Nc1nc(-c2ccc(Cl)cc2)nc(C)c1C(C)=O,6,i,3,5,-4,4,-12,nt,-2,-4
C=CCOc1c2ccc(C(=O)NCCc3ccc(C)cc3)cc2nn1C,26,-4.5,4,4,5,-29,6,1.8,10,-3

# A portion of the library; the hit share may differ from the screen's.
